OXTR potentiate – human OXTR potentiators, primary screen, fluorescence, CHO-OTR cells, Fluo-8 calcium; activation, % at 3 µM; Oxytocin receptor (Homo sapiens), P30559; Fluo-8 calcium fluorescence, potentiator mode; 0% = oxytocin EC15, 100% = EC100; AID 2445, 2010; actives 0.061% (n = 320,000);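 active means activation above that plate's cutoff, the mean activation of tested compounds plus 3 SD, cut at about 6.6% in these data, passing the limit was not always enough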;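 further: 100% uses oxytocin at 75 nM as the full agonist control; some results filed as inactive read as strong as hits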
Target sequence (P30559 whole entry, looked up): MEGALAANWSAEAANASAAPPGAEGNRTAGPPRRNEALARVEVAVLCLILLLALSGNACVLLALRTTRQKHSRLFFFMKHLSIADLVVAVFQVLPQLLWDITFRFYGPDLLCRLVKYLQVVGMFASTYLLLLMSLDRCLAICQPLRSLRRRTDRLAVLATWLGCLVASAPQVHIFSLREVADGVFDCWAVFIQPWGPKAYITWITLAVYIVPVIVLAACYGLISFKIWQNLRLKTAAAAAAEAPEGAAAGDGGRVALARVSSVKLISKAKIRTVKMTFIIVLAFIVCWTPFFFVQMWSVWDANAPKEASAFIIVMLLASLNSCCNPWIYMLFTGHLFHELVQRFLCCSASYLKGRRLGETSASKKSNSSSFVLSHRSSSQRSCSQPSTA
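Material: human OTR in CHO cells. Compound: 3.0 µM, one dose. Timing: compound 6 min at room temperature before oxytocin, 100 s read. Evaluation: % activation of max/min ratio relative to oxytocin controls. Replication: single well per compound, singlicate. Signal: Fluo-8 calcium dye fluorescence.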
M1 ag – human M1 muscarinic receptor agonists, primary screen, Fluo-8 calcium fluorescence, CHO-K1 cells, HTS; Muscarinic acetylcholine receptor M1 (Homo sapiens), P11229; CHO-K1 hM1, agonist mode; 0% DMSO, 100% acetylcholine EC100; activation, % at 3 µM; actives 0.33% (n = 360,000); AID 588814, 2011;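 active means activation above the run's mean compound activation plus 3 SD, cut at about 16% in these data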;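 further: peak over basal fluorescence ratio within a 140 s kinetic read after compound addition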
Target sequence (P11229 whole entry, looked up): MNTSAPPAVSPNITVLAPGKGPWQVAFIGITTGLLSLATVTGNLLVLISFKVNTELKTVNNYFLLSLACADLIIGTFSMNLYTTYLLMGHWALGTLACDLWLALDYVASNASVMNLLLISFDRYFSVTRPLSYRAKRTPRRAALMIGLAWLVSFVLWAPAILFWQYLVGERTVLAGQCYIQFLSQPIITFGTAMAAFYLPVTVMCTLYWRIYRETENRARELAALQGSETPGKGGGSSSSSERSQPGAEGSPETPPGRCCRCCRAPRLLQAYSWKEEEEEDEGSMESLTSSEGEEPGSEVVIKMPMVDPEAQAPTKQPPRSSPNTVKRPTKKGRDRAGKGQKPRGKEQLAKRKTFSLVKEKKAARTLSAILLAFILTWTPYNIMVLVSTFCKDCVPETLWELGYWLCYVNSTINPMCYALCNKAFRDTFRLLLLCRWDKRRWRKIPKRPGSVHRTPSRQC
M1 ag parental – counter-screen for M1 agonists: effect in parental CHO-K1 cells. activation, % at 3 µM. actives 0.48% (n = 360,000). Fluo-8 calcium fluorescence; scaled to maximal ATP response, vehicle zero; in the data active means activation above about 15%;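 further: untransfected CHO-K1 host cells lacking M1 receptor as counterscreen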
M1 antag – human M1 muscarinic receptor antagonists, primary screen, CHO-K1 cells, Fluo-8 calcium fluorescence, 1536-well; actives 1.3% (n = 360,000); inhibition, % at 3 µM; AID 588852, 2011; CHO-K1 hM1, ACh EC80 antagonist;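 active means percent inhibition above its own plate's cutoff, namely the mean of that plate's compound wells plus 3 SD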;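 further: peak over basal fluorescence ratio during 140 s after agonist addition; 0% = ACh EC80 plus DMSO and 100% = DMSO alone without agonist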
CHRM4 antagonist – human M4 muscarinic receptor antagonists, primary screen, CHO cells, Fluo-8 calcium fluorescence. inhibition, % at 3 µM. CHO-hM4 cells, ACh EC80. AID 624125, 2012. actives 0.73% (n = 360,000). Muscarinic acetylcholine receptor M4 (Homo sapiens), P08173;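 active means inhibition above its plate's cutoff, the mean inhibition of sample wells plus 3 SD, cut at about 27% in these data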;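 further: 0% = acetylcholine EC80 with DMSO and 100% = DMSO without agonist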
CHRM1 PAM – human M1 muscarinic receptor positive allosteric modulators, primary screen, CHO-K1 cells, Fluo-8 calcium fluorescence, 1536-well | Muscarinic acetylcholine receptor M1 (Homo sapiens), P11229 | AID 588819, 2011 | actives 0.088% (n = 360,000) | activation, % at 3 µM | CHO-K1 hM1, ACh EC20; 0% = ACh EC20, 100% = maximal ACh; in the data active means activation above about 19%, passing the limit was not always enough
M4 ag – human M4 muscarinic receptor agonists, primary screen, CHO-K1 cells, Fluo-8 calcium fluorescence; Muscarinic acetylcholine receptor M4 (Homo sapiens), P08173; CHO-K1 hM4/Gqi5; vehicle 0%, full acetylcholine response 100%; activation, % at 3 µM; actives 0.14% (n = 360,000);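 active means activation above the run mean over all test wells plus 3 SD, cut at about 32% in these data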;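 further: peak over basal fluorescence ratio per well then scaled between controls; 0% = DMSO wells and 100% = acetylcholine at EC100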
CHO-K1 Ca antag – M1 antagonist counterscreen hit in parental CHO-K1 cells; ATP-induced calcium, Fluo-8 fluorescence; inhibition, % at 3 µM; actives 0.6% (n = 360,000); AID 602250;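 active means inhibition above a per-plate cutoff, the plate's mean sample inhibition plus 3 SD, cut at about 24% in these data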;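 further: 0% = DMSO plus EC80 ATP and 100% = DMSO alone without ATP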
CHO parental Ca – ATP-evoked calcium signal inhibitors, parental CHO, primary screen, counter-screen for OX1R antagonist project, cell-based, fluorescence, Fluo-8 calcium dye. actives 0.63% (n = 330,000). inhibition, % at 5.6 µM. AID 463079, 2010. parental CHO-K1, ATP-induced calcium, Fluo-8 fluorescence;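 active means inhibition above that plate's mean sample inhibition plus 3 SD, cut at about 26% in these data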;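 further: 0% = ATP-challenged DMSO wells and 100% = DMSO wells without ATP; some compounds past the cut are filed as inactive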
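Assay system – parental CHO cells · Reagent – ATP stimulus · Detection – intracellular calcium via Fluo-8 no-wash fluorescent dye · Evaluation – percent inhibition of ATP-evoked calcium rise, normalized to controls · Controls – ATP wells versus no-ATP DMSO wells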
Numbers without * were called inactive. Compounds were not picked by outcome; about 2.9% have a hit in one of these screens.

C=C(C)CSC1=C(C#N)C(c2ccsc2)CC(=O)N1 (stereo not given) was read as OXTR potentiate -5, M1 ag -5, M1 ag parental 0.8, M1 antag 3, CHRM4 antagonist -3, CHRM1 PAM 4, M4 ag 0, CHO-K1 Ca antag -6 and CHO parental Ca -4.
For CCCCN(CC)CCCNC(=S)Nc1ccc2nc(N3CCN(C)CC3)cc(C)c2c1 the results were OXTR potentiate -3, M1 ag -6, M1 ag parental 0.5, M1 antag -17, CHRM4 antagonist -8, CHRM1 PAM 8, M4 ag 0, CHO-K1 Ca antag -25 and CHO parental Ca -26.
For CCn1c(CNC(=O)COc2ccc(C(C)C)cc2)nnc1SCC(=O)Nc1ccccc1F the results were OXTR potentiate -8, M1 ag -2, M1 ag parental 4.2, M1 antag -13, CHRM4 antagonist 7, CHRM1 PAM 10, M4 ag 1, CHO-K1 Ca antag -5 and CHO parental Ca -19.
`O=C(Nc1cc(C(F)(F)F)ccc1-n1cncn1)c1ccc(-c2ccccc2)cc1` gave OXTR potentiate -7, M1 ag -3, M1 ag parental 0.1, M1 antag -11, CHRM4 antagonist 0, CHRM1 PAM 6, M4 ag 0, CHO-K1 Ca antag -15 and CHO parental Ca -17.
For CC(NC(=O)/C=C/c1ccccc1)c1ccccc1 (stereo not given) the results were OXTR potentiate 6, M1 ag 2, M1 ag parental 0.2, M1 antag -3, CHRM4 antagonist -9, CHRM1 PAM 3, M4 ag 4, CHO-K1 Ca antag 5 and CHO parental Ca -2.
For CCOc1cc(C(=S)N2CCOCC2)ccc1OC(=O)/C=C/c1ccc(OC)c(OC)c1 the results were OXTR potentiate -7, M1 ag 0, M1 ag parental 1.3, M1 antag -4, CHRM4 antagonist -11, CHRM1 PAM 6, M4 ag 1, CHO-K1 Ca antag -6 and CHO parental Ca -15.
Screening COc1ccc(NC(=S)N2CCN(S(=O)(=O)c3ccc(C)cc3)CC2)cc1 returned OXTR potentiate -7, M1 ag -3, M1 ag parental 2.7, M1 antag -5, CHRM4 antagonist 3, CHRM1 PAM 3, M4 ag 1, CHO-K1 Ca antag -5 and CHO parental Ca -8.
`CCOC(=O)C1CCN(C(=O)c2cnn3c(C)cc(C)nc23)CC1` gave OXTR potentiate -6, M1 ag -3, M1 ag parental 1.0, M1 antag 2, CHRM4 antagonist -3, CHRM1 PAM 5, M4 ag 2, CHO-K1 Ca antag -10 and CHO parental Ca -3.
Screening Cc1nc(N2CCN(C)CC2)c2sc(=S)n(C)c2n1 returned OXTR potentiate -3, M1 ag -7, M1 ag parental 0.4, M1 antag -9, CHRM4 antagonist -2, CHRM1 PAM 7, M4 ag 1, CHO-K1 Ca antag 4 and CHO parental Ca -1.
Screening CCc1ccc(C(=O)NNC(=O)CN2C(=O)NC3(CCCC3)C2=O)cc1 returned OXTR potentiate -6, M1 ag 0, M1 ag parental -0.1, M1 antag 3, CHRM4 antagonist 2, CHRM1 PAM 1, M4 ag 1, CHO-K1 Ca antag 1 and CHO parental Ca -5.
Cc1ccc(S(=O)(=O)NCC(=O)NCc2cc(=O)n(C)c(=O)n2C)cc1 was read as OXTR potentiate -7, M1 ag -2, M1 ag parental 0.7, M1 antag 1, CHRM4 antagonist -25, CHRM1 PAM 4, M4 ag 2, CHO-K1 Ca antag -13 and CHO parental Ca -11.
Screening CC(=O)N1CCc2cc(S(=O)(=O)NCCC3=CCCCC3)ccc21 returned OXTR potentiate -21, M1 ag 7, M1 ag parental 10, M1 antag 6, CHRM4 antagonist 11, CHRM1 PAM -11, M4 ag 12, CHO-K1 Ca antag 21 and CHO parental Ca 38*.
For Cc1cc(=O)oc2cc(OCC(=O)NCc3ccncc3)ccc12 the results were OXTR potentiate 3, M1 ag -3, M1 ag parental 0.1, M1 antag -5, CHRM4 antagonist -2, CHRM1 PAM 7, M4 ag 1, CHO-K1 Ca antag -19 and CHO parental Ca -3.
CN(CCc1cnn(C)c1)Cc1nc(Cc2ccccc2)no1 was read as OXTR potentiate 3, M1 ag 1, M1 ag parental 0.8, M1 antag -5, CHRM4 antagonist -4, CHRM1 PAM 9, M4 ag 3, CHO-K1 Ca antag -5 and CHO parental Ca -3.
For O=C(COC(=O)/C=C/c1ccc(C(F)(F)F)cc1)NC1CC1 the results were OXTR potentiate -9, M1 ag -2, M1 ag parental 0.2, M1 antag 8, CHRM4 antagonist -6, CHRM1 PAM -2, M4 ag 1, CHO-K1 Ca antag 5 and CHO parental Ca 6.

Ordered by molecular weight (ascending): some entries from above
Screening Cc1nc(N2CCN(C)CC2)c2sc(=S)n(C)c2n1 returned OXTR potentiate -3, M1 ag -7, M1 ag parental 0.4, M1 antag -9, CHRM4 antagonist -2, CHRM1 PAM 7, M4 ag 1, CHO-K1 Ca antag 4 and CHO parental Ca -1.
For Cc1cc(=O)oc2cc(OCC(=O)NCc3ccncc3)ccc12 the results were OXTR potentiate 3, M1 ag -3, M1 ag parental 0.1, M1 antag -5, CHRM4 antagonist -2, CHRM1 PAM 7, M4 ag 1, CHO-K1 Ca antag -19 and CHO parental Ca -3.
Screening CC(=O)N1CCc2cc(S(=O)(=O)NCCC3=CCCCC3)ccc21 returned OXTR potentiate -21, M1 ag 7, M1 ag parental 10, M1 antag 6, CHRM4 antagonist 11, CHRM1 PAM -11, M4 ag 12, CHO-K1 Ca antag 21 and CHO parental Ca 38*.
For CCOc1cc(C(=S)N2CCOCC2)ccc1OC(=O)/C=C/c1ccc(OC)c(OC)c1 the results were OXTR potentiate -7, M1 ag 0, M1 ag parental 1.3, M1 antag -4, CHRM4 antagonist -11, CHRM1 PAM 6, M4 ag 1, CHO-K1 Ca antag -6 and CHO parental Ca -15.
For CCn1c(CNC(=O)COc2ccc(C(C)C)cc2)nnc1SCC(=O)Nc1ccccc1F the results were OXTR potentiate -8, M1 ag -2, M1 ag parental 4.2, M1 antag -13, CHRM4 antagonist 7, CHRM1 PAM 10, M4 ag 1, CHO-K1 Ca antag -5 and CHO parental Ca -19.

Going on with the list:
`COc1ccc(C(=O)OCc2ccccc2F)cc1S(=O)(=O)N1CCCC1` gave OXTR potentiate -10, M1 ag -4, M1 ag parental 2.0, M1 antag -1, CHRM4 antagonist 10, CHRM1 PAM 0, M4 ag 4, CHO-K1 Ca antag -9 and CHO parental Ca -9.
Screening CC(=O)Nc1cc(-c2cccc(C(=O)N(C)C)c2)cn2c(-c3ccc(C(C)=O)cc3)cnc12 returned M1 ag -4, M1 ag parental 2.9, M1 antag -11, CHRM4 antagonist 3, CHRM1 PAM -5, M4 ag 6 and CHO-K1 Ca antag -7.
Screening CCOC(=O)N1CCN(C(=O)CSc2nc3c([nH]c4ccccc43)c(=O)n2CC)CC1 returned OXTR potentiate -8, M1 ag -4, M1 ag parental 1.7, M1 antag 8, CHRM4 antagonist -12, CHRM1 PAM -5, M4 ag 5, CHO-K1 Ca antag -3 and CHO parental Ca -13.
For O=C1NC[C@@H](CCCCN2CCN(CCc3ccccc3)C(=O)C2=O)N(CC2CCCCC2)C1=O the results were M1 ag parental 0.7, CHRM4 antagonist -6, M4 ag 2 and CHO-K1 Ca antag -10.
`COc1cc(C)ccc1OCc1cc(C(=O)N(Cc2c(C)nn(C)c2C)C2CC2)no1` gave OXTR potentiate -4, M1 ag -3, M1 ag parental 18*, M1 antag 14, CHRM4 antagonist 1, CHRM1 PAM -11, M4 ag 11, CHO-K1 Ca antag -2 and CHO parental Ca -5.
Screening C[C@H](NC(=O)[C@@H]1Cc2ccccc2CN1)C(=O)NC[C@H]1CC[C@H](C(=O)O)CC1 returned OXTR potentiate -8, M1 ag -4, M1 ag parental 0.9, M1 antag -7, CHRM4 antagonist 2, CHRM1 PAM 9, M4 ag 1, CHO-K1 Ca antag -12 and CHO parental Ca -11.
Screening COc1cccc(CN2CCCC(N3CCc4ccccc4C3)C2)c1O (stereo not given) returned OXTR potentiate -9, M1 ag -10, M1 ag parental -0.1, M1 antag -15, CHRM4 antagonist 6, CHRM1 PAM 3, M4 ag 1, CHO-K1 Ca antag 2 and CHO parental Ca -15.
Screening CC(C)OCCCNC(=O)c1ccccc1NC(=O)C1=CSCCO1 returned OXTR potentiate -2, M1 ag 1, M1 ag parental 3.0, M1 antag -5, CHRM4 antagonist 5, CHRM1 PAM -1, M4 ag 3, CHO-K1 Ca antag -4 and CHO parental Ca -8.
O=C(Cn1ncn2c(cc3ccccc32)c1=O)NCCCc1ccccc1 was read as OXTR potentiate -8, M1 ag -3, M1 ag parental -0.3, M1 antag -4, CHRM4 antagonist -22, CHRM1 PAM 4, M4 ag -1, CHO-K1 Ca antag -16 and CHO parental Ca -9.
Screening CCCCCCNc1cc(C)oc(=O)c1C(C)=O returned OXTR potentiate -6, M1 ag -8, M1 ag parental -0.8, M1 antag -3, CHRM4 antagonist -4, CHRM1 PAM 2, M4 ag -1, CHO-K1 Ca antag -8 and CHO parental Ca -28.
For CN(CCOc1ccccc1)Cc1nc2cc(Cl)ccc2c(=O)[nH]1 the results were OXTR potentiate -4, M1 ag -6, M1 ag parental 0.7, M1 antag -4, CHRM4 antagonist 2, CHRM1 PAM 4, M4 ag 1, CHO-K1 Ca antag -7 and CHO parental Ca -15.
`COc1ccccc1C(=O)N/C(=C\c1cn(S(=O)(=O)N(C)C)c2ccccc12)C(=O)N1CCCCC1` gave OXTR potentiate 2, M1 ag -3, M1 ag parental 0.9, M1 antag 2, CHRM4 antagonist -7, CHRM1 PAM 0, M4 ag 1, CHO-K1 Ca antag -16 and CHO parental Ca -19.
Screening Cc1ccc(S(=O)(=O)c2nc(S(C)(=O)=O)sc2NCc2ccc3c(c2)OCO3)cc1 returned OXTR potentiate -3, M1 ag -2, M1 ag parental 0.5, M1 antag -8, CHRM4 antagonist -6, CHRM1 PAM 9, M4 ag 2, CHO-K1 Ca antag -3 and CHO parental Ca -13.
Screening CCN(CC(=O)NC(=O)NCc1ccco1)Cc1nc2ccccc2c(=O)[nH]1 returned OXTR potentiate -13, M1 ag 0, M1 ag parental -0.2, M1 antag -25, CHRM4 antagonist 4, CHRM1 PAM 3, M4 ag 1, CHO-K1 Ca antag 10 and CHO parental Ca -22.
